Rab9 prom act = qHTS Assay for Rab9 Promoter Activators. Huh7 Rab9 promoter-luciferase reporter, luminescence, 24 h. actives 2.8% (n = 320,000). Potency, µM (titrated, usually from 9.22 µM), without a hit: at the top dose activation, negative = inhibition, usual class: activators; also: % of control where 0% means no effect; nearly all actives have a fitted effect of over 60% in size
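Luminescence read-out: Huh7 cells stably expressing Rab9-luciferase, treated 24 h with compound at 37 °C, then lysed with luciferase reagent for 10 min at ambient before reading.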
FLuc modulator = qHTS profiling assay for firefly luciferase inhibitor/activator using purifed enzyme and Km concentrations of substrates (counterscreen for miR-21 project). purified FLuc, Km substrates, luminescence inhibition. Potency, µM (top dose mostly 57.5 µM), inactives show at the highest dose activity change, negative = inhibition, hits mostly inhibitors. Luciferin 4-monooxygenase (Photinus pyralis), P08659. actives 6.9% (n = 360,000);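 also: plate controls were vehicle for no effect and reference inhibitor for full effect; nearly all actives have a fitted effect of over 55% in size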
Target sequence (P08659 whole entry, looked up): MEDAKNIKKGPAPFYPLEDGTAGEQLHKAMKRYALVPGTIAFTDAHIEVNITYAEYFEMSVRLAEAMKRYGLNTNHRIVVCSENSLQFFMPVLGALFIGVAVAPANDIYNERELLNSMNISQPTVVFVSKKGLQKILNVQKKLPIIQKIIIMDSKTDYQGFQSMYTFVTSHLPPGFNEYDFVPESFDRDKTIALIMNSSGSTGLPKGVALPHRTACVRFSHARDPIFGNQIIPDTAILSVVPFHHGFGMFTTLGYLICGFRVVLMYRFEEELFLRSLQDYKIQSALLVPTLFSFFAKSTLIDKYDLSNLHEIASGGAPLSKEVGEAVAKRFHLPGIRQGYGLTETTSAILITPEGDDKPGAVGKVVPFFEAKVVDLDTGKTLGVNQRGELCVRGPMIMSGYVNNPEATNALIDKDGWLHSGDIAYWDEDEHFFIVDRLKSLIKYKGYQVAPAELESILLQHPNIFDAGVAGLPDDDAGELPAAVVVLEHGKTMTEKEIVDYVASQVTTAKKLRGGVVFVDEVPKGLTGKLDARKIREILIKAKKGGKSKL
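Purified P. pyralis luciferase (10nM final) with 10uM D-luciferin and 10uM ATP (Km levels) in 50mM Tris acetate pH 7.5, 10mM Mg acetate, 0.01% Tween-20, 0.05% BSA; qHTS 6-point titration, ~60 µM downward; luminescence read.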
MBNL1 CUG block = qHTS Assay for Inhibitors of MBNL1-poly(CUG) RNA binding; Muscleblind-like protein 1 (Homo sapiens), Q9NR56; TR-FRET MBNL1-His/biotin-(CUG)12 binding, 665/545 ratio; Potency, µM (titrated, usually from 57.5 µM), without a hit: at the top dose activity change, negative = inhibition, usual class: inhibitors; actives 0.036% (n = 280,000); AID 2675, 2010; active = well fitted inhibition curve with a large enough effect in the signal ratio, with a control signal flat, not every such curve was filed as active; inconclusive = small, poorly fitted or top-dose-only effect, or effect the other way, or a change in a side signal; inactive = no such curve, though single readings can be large or run the other way; the % refers to the signal ratio; also: % is scaled to controls: 0 for no effect and ±100 for the full control effect
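Compounds (final 92 nM to 58 uM) are added to His-tagged MBNL1 and biotin-(CUG)12, then terbium anti-His antibody and streptavidin-XL665 (5 nM final). After 60 min at room temperature, the 665/545 nm ratio is read.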
uPA generation = qHTS for Inhibitors of Cell Surface uPA Generation | cell surface uPA generation assay, qHTS | Potency, µM (top dose mostly 38.3 µM), for the others: at the highest dose activity change, negative = inhibition, actives largely listed as inhibitors | actives 0.31% (n = 330,000); active = well fitted inhibition curve with a large enough effect; inconclusive = small, poorly fitted or top-dose-only effect; inactive = no such curve, though single readings can be large or run the other way; tested in mouse RAW 264.7 cells; also: % is scaled to controls: 0 for no effect and ±100 for the full control effect; nearly all actives have a fitted effect of over 55% in size
BRCA1 expr act = qHTS Assay to Identify Small Molecule Activators of BRCA1 Expression; MCF7-BRCA1-FFLuc reporter, luminescence, 48 h; response scale: scaled: vehicle 0%, 10 µM genistein 100%; Potency, µM (highest dose often 46.1 µM), for the others: top-dose activation, most hits filed as activators; actives 1.1% (n = 380,000); AID 624202, 2012; also: nearly all actives have a fitted effect of over 80% in size; some results filed as inactive show a strong effect at the top dose
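First, MCF7-BRCA1-FFLuc cells (2000/well) attach for 2 h; next, compounds are pin-added and incubated 48 h at 37 °C; finally, luciferase reagent is added and luminescence read after 15 min.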
NPC1 prom act = qHTS Assay for NPC1 Promoter Activators; Potency, µM (series often up to 9.22 µM), inactives show at the highest dose activation, hits mostly activators; actives 2.4% (n = 320,000); Huh7 NPC1 promoter luciferase reporter, 24 h;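 also: % of control where 0% means no effect; nearly all actives have a fitted effect of over 60% in size; reporter is driven by a mutant NPC1 promoter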
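Compounds in DMSO were transferred onto Huh7 NPC1-luciferase reporter cells pre-incubated 2 h; after 24 h at 37 °C, Amplite reagent was dispensed and luminescence recorded 10 min later.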
ELG1 genotox = qHTS screen for small molecules that induce genotoxicity in human embryonic kidney (HEK293T) cells expressing luciferase-tagged ELG1; HEK293T ELG1-luciferase reporter, luminescence, 16 h; Potency, µM (top dose mostly 46 µM), for the others: top-dose activity change, positive = activation, hits mostly activators; actives 1.3% (n = 330,000); AID 504466, 2011; also: % of control where 0% means no effect; nearly all actives have a fitted effect of over 60% in size
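Screening used a luciferase reporter fused to human ELG1 in HEK293T cells. Luminescence was read on a CCD plate imager after 16 hr exposure and 30 min ONE-Glo incubation.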
VP16 counter = VP16 counterscreen qHTS for inhibitors of ROR gamma transcriptional activity; Drosophila S2 Gal4-VP16 UAS-luciferase, luminescence, 20 h; Potency, µM (titrated, usually from 53.6 µM), for inactives: at the top dose activity, negative = inhibition, usual class: inhibitors; actives 3.5% (n = 310,000);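 also: Gal4-VP16 expression switched on by copper sulfate through the metallothionein promoter; % is scaled to controls: 0 for no effect and ±100 for the full control effect; nearly all actives have a fitted effect of over 50% in size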
p53 reactivator = qHTS assay for re-activators of p53 using a Luc reporter; actives 0.063% (n = 320,000); Potency, µM (highest dose often 92.2 µM), for inactives: at the top dose activity change, positive = activation, actives largely listed as activators; AID 504706, 2011; H1299 p53-A138V BP100-luciferase reporter, luminescence, 24 h; also: % of control where 0% means no effect; nearly all actives have a fitted effect of over 45% in size
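H1299 (p53-null), stable ts p53-A138V + BP100-Luc; 1000 cells/well, Opti-MEM/10% FBS; cpd 4 pt, 1:5; 24 h, 37 deg C, 5% CO2; detection reagent 10 min RT; luminescence.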
RORgamma inh = qHTS for inhibitors of ROR gamma transcriptional activity; Drosophila S2 Gal4-RORgamma UAS-luciferase reporter, 20 h; Potency, µM (highest dose often 53.6 µM), inactives show top-dose activity change, negative = inhibition, actives largely listed as inhibitors; actives 5.4% (n = 310,000); AID 2551, 2010; also: % is scaled to controls: 0 for no effect and ±100 for the full control effect; nearly all actives have a fitted effect of over 60% in size
Target sequence (P51450 whole entry, looked up, the tested form may be a part): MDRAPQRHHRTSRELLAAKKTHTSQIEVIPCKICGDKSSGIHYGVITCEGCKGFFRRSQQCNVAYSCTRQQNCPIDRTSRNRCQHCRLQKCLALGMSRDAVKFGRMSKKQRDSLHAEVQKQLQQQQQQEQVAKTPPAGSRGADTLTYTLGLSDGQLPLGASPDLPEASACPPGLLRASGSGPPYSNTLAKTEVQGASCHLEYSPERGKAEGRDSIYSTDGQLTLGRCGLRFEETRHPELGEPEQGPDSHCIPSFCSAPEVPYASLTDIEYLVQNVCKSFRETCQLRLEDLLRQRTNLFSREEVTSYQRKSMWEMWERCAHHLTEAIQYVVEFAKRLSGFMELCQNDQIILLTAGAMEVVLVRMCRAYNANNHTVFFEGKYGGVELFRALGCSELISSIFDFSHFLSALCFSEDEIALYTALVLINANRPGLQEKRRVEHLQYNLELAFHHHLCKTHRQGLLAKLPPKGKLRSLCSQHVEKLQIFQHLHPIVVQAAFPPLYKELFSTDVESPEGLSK
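Luminescence from a UAS-regulated Photinus luciferase reporter in stably transfected Drosophila Schneider cells is measured; decreased signal marks ROR gamma inhibition. Fusion expression is induced by 700 uM copper sulfate for 20 hr.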
Numbers without * were called inactive; u = inconclusive; x = not tested or not shown; [ ] = remark or other dose. Unless noted, calls follow the shape of the dose curve; as a rule, active = well fitted curve in the direction sought with a large enough effect; inconclusive = small, poorly fitted or top-dose-only effect, or another doubt; inactive = no such curve, though single readings can be large; an effect the other way counts as inactive or inconclusive. Potency is read from the fitted curve at half-maximal effect.

SMILES | Rab9 prom act | FLuc modulator | MBNL1 CUG block | uPA generation | BRCA1 expr act | NPC1 prom act | ELG1 genotox | VP16 counter | p53 reactivator | RORgamma inh
O=C(COC(=O)c1cc(Cl)ccc1Cl)NCCN1C(=O)CSC1=O | -3.1% | -0.2% | -8.4% | -6.4% | 11.6% | 0.0% | 0.6% | 5.1% | -3.6% | -5.2%
COc1cc(CN2CCC(Cc3ccccc3)CC2)cc(OC)c1OC | -0.5% | 4.4% | -15.3% | -9.6% | -15.0% | -3.9% | -9.3% | -2.1% | u | -32.2%
COc1cccc(/C=C2\SC(=S)N(CCC(=O)N3CCCCC3CCO)C2=O)c1 (stereo not given) | -19.6% | u | u | u | -55.0% | -11.7% | -4.4% | -29.4% | u | u
COc1ccc2c(c1)CC/C2=N\OC(=O)c1ccccc1C | u | 1.51µM* | 0.9% | 2.9% | 11.2µM* | u | u | u | u | 3.98µM*
CCOc1ccc2c(c1)C(C)=CC(C)(C)N2S(=O)(=O)c1ccc(NC(C)=O)cc1 | -21.8% | -4.6% | 3.5% | u | -75.1% | -16.1% | u | -13.7% | u | 4.7%
Cc1ccc(C(NC(=O)c2ccccc2)C(Cl)Cl)cc1 (stereo not given) | -1.7% | -15.8% | x | 0.2% | -40.6% | -0.5% | -4.4% | -3.0% | 1.8% | u
C=CCNC(=S)/N=c1/scc(C)n1C | -2.2% | u | -6.3% | u | 39.3% | 3.2% | 6.9% | -0.8% | u | u
Cc1[nH]c2ccc(C(=O)NCCCN(C)C3CCCCC3)cc2c1C | -2.8% | 2.4% | -3.3% | -1.2% | 2.6% | -2.0% | 1.1% | -15.3% | -7.5% | -5.4%
Cc1ccc(S(=O)(=O)N2CCOCC2)cc1NC(=O)c1cc([N+](=O)[O-])ccc1N1CCOCC1 | 4.8% | -0.7% | x | 19.5% | -21.5% | -1.7% | 1.2% | x | 0.3% | x
COCCn1c(SCC(=O)N(C)c2ccccc2)nc2c([nH]c3ccccc32)c1=O | 5.0% | 1.3% | 9.9% | -5.0% | -14.0% | 0.3% | 7.9% | -7.8% | 7.2% | 17.9%

Exported in markdown: part of the list above
| Structure | Rab9 prom act | FLuc modulator | MBNL1 CUG block | uPA generation | BRCA1 expr act | NPC1 prom act | ELG1 genotox | VP16 counter | p53 reactivator | RORgamma inh |
| --- | --- | --- | --- | --- | --- | --- | --- | --- | --- | --- |
| COc1ccc2c(c1)CC/C2=N\OC(=O)c1ccccc1C | u | 1.51µM* | 0.9% | 2.9% | 11.2µM* | u | u | u | u | 3.98µM* |
| O=C(COC(=O)c1cc(Cl)ccc1Cl)NCCN1C(=O)CSC1=O | -3.1% | -0.2% | -8.4% | -6.4% | 11.6% | 0.0% | 0.6% | 5.1% | -3.6% | -5.2% |
| COc1cc(CN2CCC(Cc3ccccc3)CC2)cc(OC)c1OC | -0.5% | 4.4% | -15.3% | -9.6% | -15.0% | -3.9% | -9.3% | -2.1% | u | -32.2% |

The list goes on:
SMILES | Rab9 prom act | FLuc modulator | MBNL1 CUG block | uPA generation | BRCA1 expr act | NPC1 prom act | ELG1 genotox | VP16 counter | p53 reactivator | RORgamma inh
O=C(Nc1ncn[nH]1)c1ccc(S(=O)(=O)N2CCOCC2)cc1 | -4.7% | -0.2% | 1.2% | -2.4% | 19.2% | 1.0% | 2.2% | -5.1% | 9.8% | 1.5%
N/C(=N/OC(=O)c1ccccc1Cl)c1ncc([N+](=O)[O-])s1 | 1.4% | 4.26µM* | u | -5.4% | -91.5% | u | u | u | -2.0% | u
O=Cc1c(NCCc2ccc(F)cc2)c2ccccc2[nH]c1=O | -3.1% | 2.3% | -7.4% | 5.8% | -0.1% | 2.5% | -8.7% | 6.6% | 9.0% | 64.3%
COC(=O)c1ccc(N2CCC(c3cc(-c4ccc(OC)cc4)n[nH]3)CC2)c([N+](=O)[O-])c1 | 2.3% | -1.9% | -1.8% | x | -42.6% | -0.2% | -10.0% | u | 2.4% | 30.6%
Cc1cc(C)n2nc(C(=O)OCC(=O)NCc3ccc(F)cc3)nc2n1 | x | x | x | 7.2% | -6.1% | x | -2.9% | x | -2.6% | x
COc1ccc(C(=O)NCCS(=O)(=O)N2CCc3ccccc3C2)c(OC)c1 | -4.9% | 1.2% | x | -2.7% | 24.5% | -1.3% | 0.5% | x | -2.4% | x
COc1ccc(/C=C/C(=O)NC(=S)NNC(=O)c2c(-c3ccccc3)noc2C)cc1 | -10.3% | 1.8% | 3.7% | -3.1% | -78.4% | 0.9% | -0.8% | 5.01µM* | 23.7% | 3.16µM*
Cc1ncccc1C(=O)N1CCCC(C(=O)c2ccc3c4c(cccc24)CC3)C1 (stereo not given) | u | 1.5% | u | -1.5% | -15.8% | -5.8% | -7.0% | 0.3% | -4.7% | u
COc1cc(OC)cc(C(=O)Nc2ccc(S(=O)(=O)Nc3cc(C)on3)cc2)c1 | -0.1% | -2.4% | -9.5% | 0.3% | 3.8% | -0.8% | 2.4% | 1.7% | 1.0% | 1.8%
CC1CC(C)CN(C2CCCCC2NS(=O)(=O)c2ccc(Cl)cc2)C1 (stereo not given) | -15.0% | -1.2% | -5.2% | 6.1% | -31.9% | -0.9% | -6.6% | -2.4% | 3.9% | 2.6%
Cc1cnc(=O)[nH]c1SCc1cccc(C(F)(F)F)c1 | -1.2% | -3.0% | -15.3% | 7.3% | 16.3% | -0.8% | 0.3%[9.26 µM] | -6.5% | -7.5% | 5.7%
CC1CCN(c2ccc(N3C(=O)C4CCCCC4C3=O)cc2[N+](=O)[O-])CC1 (stereo not given) | -14.2% | u | 0.2% | 1.1% | -13.7% | -3.8% | 4.3% | 11.7% | 6.4% | 23.8%
COc1cc(C2CC(=O)n3c(nc4ccccc43)S2)cc(OC)c1OC (stereo not given) | 7.2% | 0.7% | -8.5% | x | x | -4.3% | -1.3% | -1.2% | -2.0% | -14.3%
CCN1C(=O)[C@H]2[C@@H](c3ccc(-c4cccc(Cl)c4)cc3)N3CCCC[C@@]3(C(=O)OC)[C@H]2C1=O | -6.2% | 0.3% | x | 12.1% | -18.1% | 4.1% | -6.1% | x | 5.5% | x
O=C(NC1CCCc2ccccc21)C1CCN(S(=O)(=O)c2cccc(C(F)(F)F)c2)CC1 (stereo not given) | -1.4% | -1.8% | u | 3.0% | -19.4% | 0.0% | -11.5% | -8.8% | -10.8% | u
Cc1ccc(C(=O)Nc2ccc(S(=O)(=O)N3CCN(C)CC3)cc2)o1 | -2.0% | -0.9%[2.3 µM] | -12.6% | x | 20.9% | -1.1% | -1.0% | -6.0% | 13.1% | -6.4%
C=CCNc1scc(-c2ccccc2)[n+]1CC=C | -3.8% | -2.2% | 5.5% | -0.7% | -1.5% | -5.2% | -7.1% | u | 9.9% | 12.6µM*
COc1ccc(-c2c(C)cc3oc(=O)cc(-c4ccccc4)c3c2C)cc1 | x | x | x | -8.6% | -18.9% | x | -1.0% | 0.2% | -14.9% | 40.8%
COc1ccc(/C=C/c2nnc(NC(=O)COc3cccc(C)c3)s2)cc1 | 6.4% | u | -1.2% | 2.4% | 4.47µM* | 18.0% | 9.4% | u | -1.8% | -10.8%
COc1cccc(NC(=O)CCC(=O)Nc2cc(OC)c(NC(=O)c3cccs3)cc2OC)c1 | -0.3% | -1.0% | -3.3% | 1.8% | -24.0% | -5.0% | -8.3% | -0.4% | -3.3% | 20.4%
O=C(NC1CCCc2ccccc21)C1CCN(c2c3c(nc4ncnn24)CCC3)CC1 (stereo not given) | -8.1% | 0.4% | -6.0% | x | -8.7% | -1.9% | -3.6% | -3.3% | 22.1% | 17.4%
CCCC(NC(=O)c1ccco1)c1nc2ccccc2[nH]1 (stereo not given) | -3.6% | 5.4% | -6.8%[11.5 µM] | -1.2% | -9.8% | -1.3% | 2.5% | -9.4% | -7.2% | -18.5%
CCOC(=O)Nc1ccc2c(c1)N(C(=O)CN1CCN(CCO)CC1)c1ccccc1CC2 | 2.3% | 0.2% | -7.0% | -3.3% | -5.4% | 11.0% | 0.6% | -1.9% | x | u
COc1ccc(CCN(C)C(=O)c2cc(-c3ccccc3)nc3ccccc23)cc1OC | 18.0% | 15.1µM* | 12.7% | 1.4% | -18.1% | 3.3% | -12.3% | 8.1% | 2.1% | u
CCc1ccc(N(CC(=O)NC2CCCCC2)C(=O)CNC(=O)c2ccco2)cc1 | -1.0% | 2.4% | -2.2% | -5.3% | -5.4% | 0.6% | 3.3% | -0.1% | 6.0% | -1.0%
Clc1cccc(-c2cc3nc4c(c(N5CCN(c6cnccn6)CC5)n3n2)CCCC4)c1 | 9.0% | 12µM* | 6.6% | 9.4% | -14.4% | -1.0% | -1.3% | -7.0% | 24.3% | -25.4%
NC(=O)c1c(NC(=O)c2ccccc2Cl)sc2c1CCC2 | u | 15.1µM* | 1.8% | -24.2% | 0.8% | u | u | x | x | x
Cc1ccccc1-c1nc(CS(=O)CC(=O)NCCc2ccc(Cl)cc2)c(C)o1 (stereo not given) | -5.8% | 2.1% | -2.6% | 12.4% | -93.4%[inhibitor] | -1.6% | -2.7% | -4.0% | 10.4% | -15.1%

Assay outcomes as filed in PubChem.
